# Source: PubChem BioAssay
# aSyn tox rescue = qHTS of alpha-syn Inhibitors: NCGC Sytravon Library Screen | S. cerevisiae alpha-synuclein toxicity rescue, BacTiter-Glo growth, 24 h | Potency, µM (titrated, usually from 46.1 µM), for inactives: at the highest dose growth rescue (activation), usual class: activators | 94,000 tested, 0.02% active; active means well fitted activation curve with a large enough effect; inconclusive means small, poorly fitted or top-dose-only effect; further: 0% is about no effect
#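 Growth restoration measured by BacTiter-Glo luminescence after 24 hr at 30 deg C; alpha-synuclein yeast, raffinose-pregrown to mid-log, were added at OD600=0.02 in galactose medium onto pinned compounds.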
# * marks the source's active call; other numbers are inactive results; ? = inconclusive; [ ] = another dose, or the depositor's remark. Potency means the concentration at half of the fitted maximal effect.
Compound	aSyn tox rescue
CCCN(CCC)S(=O)(=O)c1ccc(Cl)c(OC)c1	13%
CCOC(=O)C1(CCOC)CCN(Cc2cnc(-c3cccc(C)c3)nc2)CC1	-6%
CCc1ccc(OCC(=O)N(Cc2ccco2)Cc2ccco2)cc1	20%
C=CCN(CC=C)C(=S)NC(=O)Cc1cccc2ccccc12	0%
O=C(O)c1ccc(CNC(=O)c2ccccc2NC(=O)c2ccc([N+](=O)[O-])cc2)cc1	4%
O=C(CC1N=C2c3ccccc3N=C(SCc3ccccc3F)N2C1=O)NCCc1ccccc1 (stereo not given)	6%
CC(=O)c1ccc(OCC(O)CN2C(C)CCCC2C)cc1 (stereo not given)	4%
C[C@@H]1CCCCO[C@@H](CN(C)C(=O)c2ccncc2)[C@@H](C)CN([C@H](C)CO)C(=O)c2cc(N(C)C)ccc2O1	1%
Cc1noc(C)c1COc1cccc(C(=O)OCC(=O)NCCN2C(=O)CSC2=O)c1	-1%
CCCCCCN1C[C@H](n2cc(C3CC3)nn2)[C@@H](O)C[C@@H]1c1ccc(OC)cc1	-10%
COc1ccc(NC(=O)c2sc3nc[nH]c(=O)c3c2C)cc1	-9%
Cc1nn(C)c2c1c(-c1ccccc1)cc(=O)n2CC(=O)NC(C)(C)C	7%

# A draw from above in order of length of the SMILES, ascending.
Compound	aSyn tox rescue
CCc1ccc(OCC(=O)N(Cc2ccco2)Cc2ccco2)cc1	20%
CCOC(=O)C1(CCOC)CCN(Cc2cnc(-c3cccc(C)c3)nc2)CC1	-6%
C[C@@H]1CCCCO[C@@H](CN(C)C(=O)c2ccncc2)[C@@H](C)CN([C@H](C)CO)C(=O)c2cc(N(C)C)ccc2O1	1%

# (further entries)
Compound	aSyn tox rescue
COc1cccc(CNS(=O)(=O)c2c(C)nc3sccn3c2=O)c1	-2%
CCOC(=O)c1cc(S(=O)(=O)NCc2ccc(F)cc2)[nH]n1	-3%
Cc1cc(C(=O)N2C(C)CCCC2C)no1 (stereo not given)	-1%
COc1cc([N+](=O)[O-])cc(/C=N\NC(=O)C2COc3ccccc3O2)c1O (stereo not given)	?
CC(NCc1ccc2c(c1)OCO2)C(=O)NC1CCCCC1 (stereo not given)	5%
COc1ccc(CNC(=O)c2ccc(Sc3ccc(Cl)cc3)c(NC(C)=O)c2)c(OC)c1	13%
COc1ccc(C2Nc3ccccc3C(=O)N2c2ccc(F)cc2)cc1Cn1nnc2ccccc21 (stereo not given)	-6%
CCc1ccc(NC(=O)C2CCCN2S(=O)(=O)c2cccc3nsnc23)cc1 (stereo not given)	3%
Cc1nn(Cc2ccc(Cl)cc2)c(C)c1NC(=O)c1cc(C(C)C)on1	4%
COc1ccc(-n2c(C)nnc2SCc2nc(-c3ccc(OC)c(OC)c3)no2)cc1	-2%
O=C(Nc1nccs1)c1ncc(Cl)c(Cl)c1Cl	-9%
CCOC(=O)C(=Cc1c[nH]c2ccc(S(=O)(=O)N(C)C)cc12)C(=O)OCC	-17%
CCCCN(C(=O)c1c(CC)noc1C)c1c(N)n(CCCC)c(=O)[nH]c1=O	-2%
Cc1ccc(-n2nc3c(=O)n(CCCC(=O)NCc4ccccc4F)nc(C)c3c2C)cc1	0%
Cc1ccc(-c2noc(CN(C3CCCCC3)S(=O)(=O)c3ccc(C)cc3)n2)cc1	8%
O=C(N[C@H](Cc1cc(=O)[nH]c2ccccc12)C(=O)O)c1ccc(Cl)cc1	-6%
O=C(CN1C(=O)C2C3C=CC(C3)C2C1=O)Nc1ccc(S(=O)(=O)N2CCCCC2)cc1 (stereo not given)	-9%
CCc1cccc(NC(=O)c2ccc(CNS(=O)(=O)c3ccc4c(c3)C(C)(C)C(=O)N4C)cc2)c1	1%
Cc1cccc(C)c1NC(=O)C(NC(=O)CN1C(=O)c2ccccc2C1=O)c1ccccc1 (stereo not given)	-1%
CC1=C(C(=O)OC2CCCC2)C(c2c(F)cccc2Cl)CC(=O)N1 (stereo not given)	0%
Cc1c(C(=O)Nc2c(F)cccc2F)sc2ncn(Cc3ccccc3F)c(=O)c12	-2%
O=C(Nc1ccccc1)c1nc[nH]c1C(=O)Nc1ccccc1F	-2%
COc1ccc(N(CC(=O)Nc2cc(Cl)ccc2OC)C2=NC3CS(=O)(=O)CC3S2)cc1 (stereo not given)	10%
CC(CNC(=O)C1CCN(S(=O)(=O)c2ccc3c(ccn3C)c2)CC1)c1ccccc1 (stereo not given)	5%
CCCCN(CC)C(=O)C1CCC(CNS(=O)(=O)c2cccc3nsnc23)CC1 (stereo not given)	2%
CCC(C(=O)Nc1cc(OC)ccc1OC)n1nc(-c2ccccc2)c2c(c1=O)CCCC2 (stereo not given)	9%
CCN(C(=O)CN1C(=O)NC(c2ccccc2)(c2ccccc2)C1=O)c1ccccc1	-8%
CCCCn1nnnc1SCC(=O)NC1CCCCC1	-2%
CCN(C(=O)c1c([N+](=O)[O-])cnn1C)c1ccccc1	-2%
O=C(Nc1nnc(-c2ccco2)o1)c1ccc(Cl)cc1	?
Cc1ccc(CNC(=O)COC(=O)CSc2cc(C)c(Br)cc2C)cc1	2%
O=C(CCCCl)NC(=S)Nc1ccc(N2CCOCC2)cc1	1%
O=C(NCc1ccco1)c1ccc(Cn2c(SCc3ccccc3)nc3cccnc32)cc1	-12%
COc1ccc(S(=O)(=O)Nc2cccc(-c3ccc(N4CCCCCC4)nn3)c2)cc1F	6%
COc1ccc(C(=O)NC(C)Cc2c[nH]c3ccccc23)cc1 (stereo not given)	-10%
CCNc1oc(-c2ccc(COc3ccc(Cl)cc3)o2)nc1C#N	-2%
COC(=O)c1c(NC(=O)c2ccc(S(=O)(=O)N3CCC(C)CC3)cc2)sc2c1CCN(C)C2	21%
CC(=O)c1c(C)[nH]c(C(=O)OCC(=O)N2CCN(c3ccccc3)CC2)c1C	-5%
CCc1ccc(NC(=O)CSC2=Nc3ccccc3C3=NC(CCC(=O)NCc4cccs4)C(=O)N23)cc1 (stereo not given)	?
Cc1ccc(N2CCN(C(=O)NCc3noc4ccccc34)CC2C)cc1 (stereo not given)	3%
O=C(NC1(C(F)(F)F)C(=O)Nc2c1c(=O)[nH]c(=O)n2CCc1ccccc1)c1ccc(Cl)cc1 (stereo not given)	-2%
CC(C)(C)C(=O)Nc1nnc(SCC(=O)NC2CCCCC2)s1	-28%
CCc1ccc(-n2c(N3CCN(c4cccc(C)c4C)CC3)nc3ccccc3c2=O)cc1	7%
COc1ccc(Cl)cc1NC(=O)C1CC(c2ccccc2Cl)=NO1 (stereo not given)	2%
COc1ccc(OC)c(-c2noc(CSc3nnc(Cc4ccccc4)n3-c3cccc(C)c3)n2)c1	11%
COc1cccc(NC(=O)CN(C)C(=O)c2ccc(N3CCOCC3)c([N+](=O)[O-])c2)c1	-2%
COc1ccc2c(c1)c(=O)c(C(=O)c1ccc(Cl)cc1)cn2CC(=O)Nc1ccc2c(c1)OCCO2	-4%
CCC(C(=O)Nc1ccc(F)cc1F)n1nc(-c2ccccc2)c2c(c1=O)CCCC2 (stereo not given)	-8%
CNS(=O)(=O)c1cccc(C(=O)OCC(=O)Nc2ccc(Cl)cc2F)c1	2%
O=C(Nc1ccc(-c2cc(C(F)(F)F)nn2-c2ccccc2)cc1)c1cccc(F)c1	-9%
O=C(COc1ccc(Cl)cc1)Nc1ccc2nc(SCC(=O)N3CCCC3)sc2c1	-5%
COc1ccc(C2CC2/C(=N/O)c2ccccn2)cc1 (stereo not given)	3%
CN(C)CCCNC(=O)/C(=C\C=C\c1ccccc1)NC(=O)c1ccc([N+](=O)[O-])cc1	-1%
Cc1ccc2cccc(NC(=O)c3ccc(C#N)cc3F)c2n1	-1%
CC1Cc2nc(SCC(=O)N3CCCc4ccccc43)n(C)c(=O)c2S1 (stereo not given)	-11%
Cc1cn2c(=O)c(C(=O)N3CCN(c4ccccc4Cl)CC3)cnc2s1	11%
CCOC(=O)c1ccc(NS(=O)(=O)c2ccc(Br)s2)cc1	-72%[inhibitor]
Cc1csc(NC(=O)C2=NN(c3ccccc3)C(=O)CC2)n1	5%
Cc1cccc(OC(=O)CSc2nnc(CNC(=O)c3ccccc3)o2)c1C	-8%
CS(=O)(=O)c1ccc(Cl)c(NC(=O)COC(=O)CNC(=O)c2ccc3ccccc3c2)c1	-4%

# Following part
Compound	aSyn tox rescue
COc1ccc(Cl)cc1NC(=O)c1c(C(=O)Nc2cccc(C)c2C)sc2nc(C)cc(=O)n12	5%
COc1cc(C2NC(=O)NC(C)=C2C(C)=O)ccc1O (stereo not given)	-5%
Cc1cc(Br)ccc1NC(=O)CN(C)Cc1cccs1	8%
CC(NC(=O)C1CCN(c2nnc(N3CCCC3=O)s2)CC1)c1ccccc1 (stereo not given)	-4%
CC(NC(=O)Cc1ccc(NC(=O)N2CCCCc3ccccc32)cc1)c1ccccc1 (stereo not given)	6%
COc1ccccc1NC(=O)c1c(NC(=O)Cc2ccccc2)sc2c1CCC(C(C)(C)C)C2 (stereo not given)	-5%
Cc1ccc(C(=O)O)cc1N1C(=O)c2cccc3c([N+](=O)[O-])ccc(c23)C1=O	-11%
COc1cc(C(=O)OCc2cc(=O)n3nc(C4CCCCC4)sc3n2)cc(OC)c1OC	2%
COc1ccc(N2CCN(C(=O)CCC(=O)N3CC(C)Oc4ccccc43)CC2)cc1 (stereo not given)	1%
COC(=O)COc1cccc2c(=O)n(CC(=O)N3CCC(C)CC3)ccc12	1%
COc1cc(C2Nc3ccccc3-c3nnc(SCc4ccc(C)cc4)nc3O2)cc(OC)c1O (stereo not given)	-3%
COc1ccccc1NC(=O)CSC1=Nc2ccccc2C2=NC(CCC(=O)NCc3cccs3)C(=O)N12 (stereo not given)	8%
Cc1ccc(C)c(NC(=O)/C(C#N)=C/c2ccc(C(C)C)cc2)c1	2%
COc1ccc(-n2nc(C(=O)NCCc3ccc(Cl)cc3)c3c4ccccc4n(C)c3c2=O)cc1	11%
Cc1ccc(NC(=O)N2CCSc3ccccc32)cc1	-4%
Cc1ccc2nc(-c3ccc(NC(=O)c4ccccc4S(C)(=O)=O)cc3)sc2c1	-2%
Cc1cccc(-c2noc(C3CC(=O)N(c4ccc5c(c4)OCCO5)C3)n2)c1 (stereo not given)	17%
COCCNC(=O)/C(C#N)=C/c1cccc(/C=C(\C#N)C(=O)NCCOC)c1	?
Cc1cccc(C(=O)OCc2cc(=O)n3nc(C4CCCCC4)sc3n2)c1	5%
Cc1cccc(N2CCN(C(=O)Cn3ncc4c3-c3cc(C)ccc3OC4)CC2C)c1 (stereo not given)	?
Cn1nccc1C(=O)NCc1ccc2c(c1)CCN2C(=O)c1ccc(Cl)cc1	-5%
CCc1cccc(NS(=O)(=O)c2c(C)nc3sc(CC)nn3c2=O)c1	7%
CCOc1ccc(CC(=O)Nc2ccc3c(c2)N(C)C(=O)c2ccccc2S3)cc1OCC	0%
CCOc1ccc(-n2c(SCC(=O)N3CCCC3)nc3c([nH]c4ccccc43)c2=O)cc1	2%
Cc1[nH]nc(-c2ccc(O)cc2O)c1-c1nc2ccccc2s1	-1%
Cc1ccc(O)c(NC(=O)c2ccc(Br)c(S(=O)(=O)N3CCCCC3)c2)c1	-9%
Cc1ccc2c(c1)C(c1ccc(F)cc1)N(C(=O)c1ccc(S(=O)(=O)N3CCCCC3)cc1)CC(=O)N2 (stereo not given)	-2%
COc1ccc(CCNC(=O)c2cc3cccc4c3n2CC(C)S4)c(OC)c1OC (stereo not given)	6%
CCn1nc(-c2ccccc2)c(-c2ccccc2)c(C(=O)Nc2ccc(NC(C)=O)cc2)c1=O	1%
C#CCN(C[C@@H]1[C@@H](OC(=O)NC2CC2)[C@@H](OC(=O)NC2CC2)CN(C(=O)OC(C)C)N1C(=O)OC(C)C)S(=O)(=O)c1ccc(C)cc1	-7%
CCOC(=O)c1c(Oc2ccc(OC)cc2)nnc(-c2ccccc2)c1-c1ccccc1	17%
Cn1c(=O)oc2cc(S(=O)(=O)N3CCCC(C(=O)NCCc4ccc(Cl)cc4)C3)ccc21 (stereo not given)	7%
CCOc1ccc(-c2nc(CSCC(=O)NCCc3ccc(OCC)c(OCC)c3)c(C)o2)cc1	4%
C[C@H]1CN([C@@H](C)CO)C(=O)CCCn2nncc2CO[C@H]1CN(C)C(=O)c1ccncc1	10%
CCS(=O)(=O)N1Cc2ccccc2CC1C(=O)N(C)CC(=O)Nc1ccc(F)c(F)c1F (stereo not given)	-11%
COc1cccc(-c2cc(C(=O)Nc3ccc(OC)cc3OC)no2)c1	-2%
CCCCN(C)S(=O)(=O)c1ccc(C(=O)Nc2ccc(-c3nc4ccc(C)cc4s3)cc2)cc1	-53%[inhibitor]
CCOc1ccc(CC(=O)NCc2ccc3c(c2)cc(C)n3C)cc1	2%
Cc1cc(S(=O)(=O)n2ccnc2)c(Cl)cc1Cl	0%
O=C(NCc1ccc(F)cc1)c1ccc2oc(=O)n(Cc3ccccc3)c2c1	7%
COc1cccc(CN2CCN(Cc3ccc4c(NC(C)=O)cccc4n3)CC2CCO)c1 (stereo not given)	-15%

# 2 of these compounds, set out differently.
CCCCN(C)S(=O)(=O)c1ccc(C(=O)Nc2ccc(-c3nc4ccc(C)cc4s3)cc2)cc1
  aSyn tox rescue = -53%[inhibitor]
CCOc1ccc(CC(=O)NCc2ccc3c(c2)cc(C)n3C)cc1
  aSyn tox rescue = 2%

# The list is partial, so the mix of outcomes need not match the whole.
